# RXFP1 ag – qHTS Assay for Agonists of the Relaxin Receptor RXFP1 | Potency, µM (doses to about 57.5 µM), for inactives: at the highest dose activation, usual class: activators | Relaxin receptor 1 (Homo sapiens), Q9HBX9 | 370,000 tested, 0.3% active | HEK293T-RXFP1 cAMP TR-FRET, 30 min; response scale: percent of porcine relaxin response, buffer zero; further: on the % scale 0 is the no-effect control and ±100 the full control effect; nearly all actives have a fitted effect of over 60% in size; many of its hits are not listed in these tables
#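 HEK293 cells stably expressing RXFP1, treated 30 min at 37C with compounds plus PDE4 inhibitor Ro 20174; cAMP measured by HTRF TR-FRET. Normalized to buffer and 29 nM porcine relaxin; EC50 by Hill fit.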
# ALOX12 inh – Primary qHTS assay for inhibitors of human arachidonate 12S-lipoxygenase (ALOX12): Round 2; purified 12hLO, xylenol orange hydroperoxide absorbance; Potency, µM (doses to about 108 µM), without a hit: top-dose activity change, negative = inhibition, actives largely listed as inhibitors; 580,000 tested, 1.1% active; further: on the % scale 0 is the no-effect control and ±100 the full control effect
#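 Hydroperoxide product was detected by ferrous iron/xylenol orange as the 573 to 405 nm absorbance ratio. Arachidonic acid at 40 uM (final) was turned over for 30 min at room temperature by 150 nM human 12hLO, pH 7.0 Hepes buffer, after 15 min compound preincubation.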
# Vif-A3F inh – qHTS for Inhibitors of Vif-A3F Interactions: qHTS; 390,000 tested, 0.2% active; Potency, µM (doses to about 46.1 µM), without a hit: at the highest dose activity, negative = active; HeLa A3F-eYFP + Vif (tagged APOBEC3F with the HIV-1 protein that degrades it), YFP fluorescence increase; AID 602313, 2012; further: % of control where 0% means no effect; nearly all actives have a fitted effect of over 65% in size
#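 Fluorescence increase (Ex 488/Em 500-530) after overnight compound treatment at 37 deg C flags inhibition of Vif-driven A3F-eYFP loss in stable HeLa A3F-eYFP/Vif cells seeded overnight beforehand.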
# TrxR1 inh – qHTS Assay for Inhibitors of Mammalian Selenoprotein Thioredoxin Reductase 1 (TrxR1): qHTS. recombinant rTrxR1, NADPH fluorescence consumption, selenite substrate. Potency, µM (series often up to 114 µM), without a hit: top-dose activity change, negative = inhibition, hits mostly inhibitors. 390,000 tested, 1% active. AID 588453, 2011; further: on the % scale 0 is the no-effect control and ±100 the full control effect; nearly all actives have a fitted effect of over 65% in size
# Target sequence (O89049 whole entry, looked up): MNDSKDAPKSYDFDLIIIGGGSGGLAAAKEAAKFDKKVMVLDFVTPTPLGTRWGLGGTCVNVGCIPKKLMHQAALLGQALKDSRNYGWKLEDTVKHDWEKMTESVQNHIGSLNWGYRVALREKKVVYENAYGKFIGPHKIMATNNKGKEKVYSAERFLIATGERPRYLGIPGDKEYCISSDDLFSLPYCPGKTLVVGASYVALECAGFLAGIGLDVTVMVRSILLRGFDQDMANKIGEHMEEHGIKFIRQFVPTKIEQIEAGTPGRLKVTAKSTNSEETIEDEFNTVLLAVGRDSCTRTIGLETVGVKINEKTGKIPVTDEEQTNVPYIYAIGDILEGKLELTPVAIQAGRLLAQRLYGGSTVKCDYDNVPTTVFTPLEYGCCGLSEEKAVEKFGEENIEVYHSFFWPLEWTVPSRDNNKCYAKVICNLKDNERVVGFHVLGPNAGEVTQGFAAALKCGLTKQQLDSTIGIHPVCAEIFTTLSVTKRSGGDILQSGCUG
#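 Rat TrxR1 (90 nM in the dispensed reagent) was pre-reduced with 400 uM NADPH for 5 min at room temperature, then incubated with compound for 15 min. After 400 uM selenite was added, NADPH fluorescence (Ex 340/Em 450 nm) was followed for 8 min.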
# Vif-A3G inh – qHTS for Inhibitors of Vif-A3G Interactions: qHTS; DNA dC->dU-editing enzyme APOBEC-3G (Homo sapiens), Q9HC16; HeLa A3G-eYFP + Vif (tagged APOBEC3G with the HIV-1 protein that degrades it), YFP fluorescence, overnight; AID 602310, 2012; 410,000 tested, 0.076% active; Potency, µM (titrated, usually from 46.1 µM), for the others: top-dose activity, negative = active, hits mostly inhibitors;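 further: on the % scale 0 is the no-effect control and ±100 the full control effect; nearly all actives have a fitted effect of over 60% in size; hits raise eYFP signal because A3G escapes Vif-driven loss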
#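 HeLa cells stably expressing Vif and C-terminally eYFP-tagged A3G, seeded overnight at 37 deg C, then exposed to compound by pintool overnight at 37 deg C. Rise in yellow fluorescence (Ex 488/Em 500-530, Acumen) marks blocked Vif-driven A3G degradation.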
# TrxR1 substrate – qHTS Assay for Substrates of Mammalian Selenoprotein Thioredoxin Reductase 1 (TrxR1): qHTS | Thioredoxin reductase 1, cytoplasmic (Rattus norvegicus), O89049 | purified TrxR1 substrate turnover, NADPH consumption readout | 390,000 tested, 0.01% active | AID 588456, 2011 | Potency, µM (top dose mostly 114 µM), without a hit: top-dose activity change, negative = substrate turnover; further: on the % scale 0 is the no-effect control and ±100 the full control effect; nearly all actives have a fitted effect of over 50% in size
#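 Rat TrxR1, dispensed at 90 nM, was prereduced with 400 uM NADPH (final) for 5 min at ~22 deg C, then incubated with compound 15 min before 400 uM selenite. A first-read NADPH fluorescence drop versus no-compound background flagged substrates.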
# RGS4 inh – Inhibitors of Regulator of G Protein Signaling (RGS) 4: qHTS. Regulator of G-protein signaling 4 (Homo sapiens), P49798. Transcreener GDP fluorescence polarization, RGS4-accelerated GTP hydrolysis. Potency, µM (top dose mostly 114 µM), for inactives: top-dose activity change, negative = inhibition, usual class: inhibitors. 390,000 tested, 0.039% active; further: on the % scale 0 is the no-effect control and ±100 the full control effect; nearly all actives have a fitted effect of over 75% in size; some results filed as inactive show a strong effect at the top dose
#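 MLSMR compounds (23 nl, pin-transferred) preincubated 10 min at room temperature with a 500nM (2x) first reagent, then RGS4 at 900nM (2x) plus Transcreener GDP mix added; fluorescence polarization (620/688 nm) read before and after 90 min at 30 °C.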
# USP1 inh – Inhibitors of USP1/UAF1: Primary Screen; Ubiquitin carboxyl-terminal hydrolase 1 (Homo sapiens), O94782; recombinant USP1/UAF1, Ub-Rhodamine cleavage fluorescence; Potency, µM (doses to about 57.1 µM), inactives show top-dose activity change, negative = inhibition, most hits filed as inhibitors; 390,000 tested, 0.23% active; AID 743255, 2014; further: on the % scale 0 is the no-effect control and ±100 the full control effect; nearly all actives have a fitted effect of over 60% in size; inactives centre near -12
#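 High-throughput fluorogenic screen: 1nM USP1/UAF1 complex, Ub-Rho substrate 150nM final, 50mM HEPES pH 7.8 with 0.5mM EDTA, 0.1 mg/ml BSA, 1mM TCEP and 0.01% Tween-20.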
# mIDH1 inhibitor – qHTS for Inhibitors of mutant isocitrate dehydrogenase 1 (IDH1): qHTS; Potency, µM (highest dose often 76.6 µM), inactives show at the top dose activity change, negative = inhibition, actives largely listed as inhibitors; IDH1-R132H enzyme, NADPH consumption, diaphorase/resazurin fluorescence; AID 602179, 2012; 390,000 tested, 0.093% active; further: on the % scale 0 is the no-effect control and ±100 the full control effect; nearly all actives have a fitted effect of over 65% in size
# Target sequence (O75874 whole entry R132H, stated change not applied): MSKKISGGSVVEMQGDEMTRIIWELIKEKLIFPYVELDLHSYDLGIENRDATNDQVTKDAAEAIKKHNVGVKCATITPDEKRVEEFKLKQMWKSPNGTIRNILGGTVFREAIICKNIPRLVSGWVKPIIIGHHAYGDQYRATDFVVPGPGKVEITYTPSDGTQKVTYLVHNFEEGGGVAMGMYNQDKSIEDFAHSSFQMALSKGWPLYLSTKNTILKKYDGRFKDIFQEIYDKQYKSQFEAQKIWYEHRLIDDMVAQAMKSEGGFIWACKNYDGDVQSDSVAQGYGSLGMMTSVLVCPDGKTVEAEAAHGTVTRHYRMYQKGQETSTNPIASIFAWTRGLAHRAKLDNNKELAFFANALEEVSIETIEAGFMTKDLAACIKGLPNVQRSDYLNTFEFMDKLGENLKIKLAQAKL
#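 IDH1-R132H (0.5 ug/mL) preincubated 30 min with compound, then NADPH (0.016 mM) and alpha-KG (2 mM) added; 80 min at RT, pH 7.5. Remaining NADPH coupled via diaphorase/resazurin to fluorescence (540/590 nm); concentration-response curves normalized to no-enzyme control.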
# Numbers without * were called inactive; ? = inconclusive; . = no result given; & = joins results of further samples; [ ] = remark or other dose. The call rests on the fitted dose curve; in most records, active means well fitted curve in the direction sought with a large enough effect; inconclusive means small, poorly fitted or top-dose-only effect, or another doubt; inactive means no such curve, though single readings can be large; an effect the other way counts as inactive or inconclusive. Potency means the concentration at half of the fitted maximal effect.
# Order of results – RXFP1 ag	ALOX12 inh	Vif-A3F inh	TrxR1 inh	Vif-A3G inh	TrxR1 substrate	RGS4 inh	USP1 inh	mIDH1 inhibitor
> CCCC12CN3CC(CCC)(CN(C1)C3c1ccc(OCc3ccccc3)cc1)C2=O (stereo not drawn)
  -2.3%	-17%	-4%	28%	2%	2%	-4%	-3%	22%
> COc1ccccc1C(=O)Nc1ccc2oc(-c3cccc4c(Br)cccc34)nc2c1
  10µM*	8%	-1%	-2%	-1%	33%	2%	-25%	-8%
> COc1cccc(/C=C/C(=O)OCC(=O)NCC2CCCO2)c1OC (stereo not drawn)
  0.0%	-11%	-10%	4%[11.4 µM]	0%	3%[11.4 µM]	0%	-23%	4%
> CC1CCN(S(=O)(=O)c2ccc3c(ccc(=O)n3CC(=O)Nc3cccc(F)c3)c2)CC1
  2.0%	?	2%	26%[57.1 µM]	-4%	4%[57.1 µM]	-34%	-36%	6%
> Cc1ccc(C)c(NC(=O)c2cnccn2)c1
  -0.1%	-3%	8%	6%[57.1 µM]	-3%	3%[57.1 µM]	1%	-18%	1%
> CCN(CC)CCNC(=O)c1ccc(NC(=O)c2ccc3c(c2)CCC3)cc1
  -4.5%	?	2%	5%	0%	-6%	-10%	-11%	-15%
> Cc1ccccc1N=C1NC(=O)CS1
  0.5%	0%	-8%	-3%[57.1 µM]	-3%	10%[57.1 µM]	11%	-9%	1%
> CCOc1ccc(-n2nc(CO)c(C(=O)NCC(c3ccccc3)c3ccccc3)n2)cc1
  2.9%	-19%	-9%	22%	-12%	21%	6%	15%	-1%
> CCCCc1nc(SCC(=O)Nc2nnc(CCCC)s2)n[nH]1
  -0.2%	-11%	3%	1%	2%	-2%	-10%	-24%	12%
> CN1C(=O)[C@H]2[C@@H](c3ccc(C(F)(F)F)cc3)N[C@]3(CCCN(Cc4ccc(Cl)cc4)C3=O)[C@H]2C1=O
  .	-22%	2%	.	7%	.	.	-25%	-4%
> CCCCN(C(=O)c1cccc(-c2ccc(OC(C)=O)cc2)c1)c1c(N)n(CCC)c(=O)[nH]c1=O
  .	?	0%	10%	-6%	1%	19%	-13%	8%
> CCc1cc(=O)oc2cc(C)cc(OCC(=O)NCCCN3CCOCC3)c12
  -3.2%	0%&23%	-1%	1%	1%	106%[activator]	15%	-12%	10%
> CC(C)(C)c1nnc2sc(SCC(=O)c3ccccc3)nn2c1=O
  0.3%	54%[activator]	?	-16%	-20%	-8%	-31%	-22%	4%
> COc1cccc(NC(=O)CN(C)C(=O)CC(C)c2ccccc2)c1 (stereo not drawn)
  -3.8%	186%[activator]	-9%	15%	-1%	-2%	27%	-15%	-11%
> O=C(COC(=O)Cc1ccc(Br)cc1)NCc1ccc2c(c1)OCO2
  1.2%	-14%	-28%	24%	1%	3%	13%	-5%	9%
> COc1ccccc1-c1nnc(C2CCN(C(=O)c3ccc(C)cc3)CC2)o1
  3.2%	-1%	3%	3%	3%	3%	-3%	-19%	-5%
> CC(=O)NC(Cc1ccccc1)C(=O)Oc1ccc2ccccc2c1 (stereo not drawn)
  .	1%	-6%	-11%	0%	-5%[57.1 µM]	-3%	-31%	12%
> CC1Sc2ccc(S(=O)(=O)CCC(=O)N3CCc4ccccc43)cc2NC1=O (stereo not drawn)
  6.0%	-4%	5%	-14%	-6%	4%	-47%[56.9 µM]	-23%	-14%
> Cc1cnc(=O)[nH]c1SCc1ccc([N+](=O)[O-])cc1
  0.3%	-8%	-1%	18%	1%	-4%	7%	-12%	0%
> Cc1cccc(C(=O)Nc2scc(-c3ccc(Br)cc3)c2C(=O)O)c1
  .	4%	17%	5%[57.1 µM]	0%	8%[57.1 µM]	11%	-6%	18%
> CCC(=O)Nc1c(S(=O)(=O)c2ccc(C)cc2)c2nc3ccccc3nc2n1C(C)c1ccccc1 (stereo not drawn)
  -2.4%	-10%	3%	-1%	-4%	37%[activator]	9%	-26%	2%
> NC(=O)CSc1nc2ccccc2c(=O)n1Cc1ccco1
  0.5%	0%	-10%	-1%[57.1 µM]	-3%	-8%[57.1 µM]	-30%	-23%	9%
> CN(C)c1ccc(/C=N/NC(=O)C2CC2c2ccccc2)cc1 (stereo not drawn)
  0.2%	19%	0%	2%	-9%	39%[activator]	-15%	-24%	9%
> CCCc1nn(-c2ccccc2)c2c1C(c1cccs1)C(C#N)=C(N)O2 (stereo not drawn)
  -3.1%	0%[57.4 µM]	7%	-20%	0%	-11%	-2%	-17%	3%
> O=C(NCc1ccccc1)C1CCCN(c2nc3ccsc3c(=O)s2)C1 (stereo not drawn)
  ?	-6%	-17%	27%	1%	24%	13%	-20%	-12%
> CC(=O)c1ccc(NC(=O)COC(=O)c2ccccc2Nc2ccccc2)cc1
  0.6%	-10%	-7%	24%	-16%	47%[activator]	?	3%	4%
> CN(C)CC(CCC(CN(C)C)C(=O)c1ccccc1)C(=O)c1ccccc1 (stereo not drawn)
  1.1%	.	0%	2.8µM*	?	4%[57.1 µM]	-49%	-10%	1%
> COc1cc2ccccc2cc1C(=O)Nc1cc(-c2nc3ccccc3o2)ccc1C
  1.4%	-2%	-2%	4%	-2%	14%	2%	3%	4%
> Cc1cc(C)nc(NS(=O)(=O)c2ccc(NC(=O)CSc3ncn[nH]3)cc2)n1
  2.4%	-28%	15%	18%[57.1 µM]	?	-4%	-20%	-16%	3%
> O=C(CN1CCCCC1)N1CCCc2c1c(=O)oc1ccc(OCc3ccccc3)cc21
  0.7%	0%	1%	9%	3%	22%	-18%	-26%	9%

# Reprinted at random: three records from the list.
# Order of results – RXFP1 ag	ALOX12 inh	Vif-A3F inh	TrxR1 inh	Vif-A3G inh	TrxR1 substrate	RGS4 inh	USP1 inh	mIDH1 inhibitor
> CC1CCN(S(=O)(=O)c2ccc3c(ccc(=O)n3CC(=O)Nc3cccc(F)c3)c2)CC1
  2.0%	?	2%	26%[57.1 µM]	-4%	4%[57.1 µM]	-34%	-36%	6%
> Cc1cnc(=O)[nH]c1SCc1ccc([N+](=O)[O-])cc1
  0.3%	-8%	-1%	18%	1%	-4%	7%	-12%	0%
> COc1cccc(NC(=O)CN(C)C(=O)CC(C)c2ccccc2)c1 (stereo not drawn)
  -3.8%	186%[activator]	-9%	15%	-1%	-2%	27%	-15%	-11%

# Following part.
# Order of results – RXFP1 ag	ALOX12 inh	Vif-A3F inh	TrxR1 inh	Vif-A3G inh	TrxR1 substrate	RGS4 inh	USP1 inh	mIDH1 inhibitor
> CN(CC(=O)Nc1ccccc1Br)C(=O)c1cc(Cl)nc2ccccc12
  0.2%	-5%	2%	6%	-10%	-6%	5%	-4%	-7%
> Cc1cccc(NC(=O)CCNC(=O)c2ccc(Br)cc2)c1C
  -0.3%	16%	2%	2%	-6%	-4%	17%	-6%	23%
> N#Cc1ccc(S(=O)(=O)N2CCN(c3nc(-c4ccccc4)nc4ccccc34)CC2)cc1
  .	-10%	.	37%[activator]	.	5%	11%	.	.
> CCOC(=O)C1CCCN(Cc2cn(C)nc2-c2ccc3c(c2)OCCO3)C1 (stereo not drawn)
  -0.1%	2%	3%	-8%	8%	-5%	19%	-1%	-14%
> O=C(CSc1n[nH]c(=O)n1C1CC1)NCc1ccccc1Cl
  -2.0%	-7%	6%	23%	4%	0%	-18%	-18%	1%
> CSCCC(NS(=O)(=O)c1ccc(C)c(C(=O)O)c1)C(=O)O (stereo not drawn)
  -0.4%	-16%	15%	13%	0%	-4%	-13%	-13%	0%
> Cc1cc(C2=NNC(=NC3CC3)SC2)c(C)n1Cc1ccco1
  3.3%	?	0%	12%	?	0%	-31%	-18%	-19%
> CCn1c(COc2cccc(C)c2)nnc1SCC(=O)CC(=O)Nc1ccccc1OC
  2.5%	-22%	-7%	-17%	-3%	-4%	-8%	-13%	2%
> NC(=O)Oc1cccc(OC(N)=O)c1
  -0.9%	1%	-5%	9%[57.1 µM]	-1%	4%[57.1 µM]	22%	-5%	-15%
> CCn1c(Cc2ccccc2)nnc1SCC(=O)Nc1nc2ccccc2s1
  ?	7%	-11%	5%[57.1 µM]	-3%	9%[57.1 µM]	14%	-16%	0%
> CO/N=C/c1ccc(N2CCN(C(=O)c3cccc(Cl)c3)CC2)c([N+](=O)[O-])c1
  0.4%	0%	4%	-12%	1%	-13%	-5%	?	12%
> Cc1ccc(SCCC(=O)NC(C)C)cc1
  -2.3%	0%	-3%	-2%[57.1 µM]	0%	7%[57.1 µM]	8%	-17%	7%
> O=C1CSc2ccc(C(=O)NCCC3=CCCCC3)cc2N1
  -2.0%	5%	-1%	12%	0%	-4%	20%	-2%	0%

# These rows are one share of the data; rates above refer to the full screens.
